High-throughput results from PubChem BioAssay.
AHR act – human AHR activation; P35869; 320,000 compounds, 2.5% hits; activation, % at 5 µM; AHR-responsive luciferase reporter cells, luminescence; in the data active = activation above about 47%;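 also: 0% = vehicle wells and 100% = reference agonist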
Target sequence (P35869 whole entry, looked up): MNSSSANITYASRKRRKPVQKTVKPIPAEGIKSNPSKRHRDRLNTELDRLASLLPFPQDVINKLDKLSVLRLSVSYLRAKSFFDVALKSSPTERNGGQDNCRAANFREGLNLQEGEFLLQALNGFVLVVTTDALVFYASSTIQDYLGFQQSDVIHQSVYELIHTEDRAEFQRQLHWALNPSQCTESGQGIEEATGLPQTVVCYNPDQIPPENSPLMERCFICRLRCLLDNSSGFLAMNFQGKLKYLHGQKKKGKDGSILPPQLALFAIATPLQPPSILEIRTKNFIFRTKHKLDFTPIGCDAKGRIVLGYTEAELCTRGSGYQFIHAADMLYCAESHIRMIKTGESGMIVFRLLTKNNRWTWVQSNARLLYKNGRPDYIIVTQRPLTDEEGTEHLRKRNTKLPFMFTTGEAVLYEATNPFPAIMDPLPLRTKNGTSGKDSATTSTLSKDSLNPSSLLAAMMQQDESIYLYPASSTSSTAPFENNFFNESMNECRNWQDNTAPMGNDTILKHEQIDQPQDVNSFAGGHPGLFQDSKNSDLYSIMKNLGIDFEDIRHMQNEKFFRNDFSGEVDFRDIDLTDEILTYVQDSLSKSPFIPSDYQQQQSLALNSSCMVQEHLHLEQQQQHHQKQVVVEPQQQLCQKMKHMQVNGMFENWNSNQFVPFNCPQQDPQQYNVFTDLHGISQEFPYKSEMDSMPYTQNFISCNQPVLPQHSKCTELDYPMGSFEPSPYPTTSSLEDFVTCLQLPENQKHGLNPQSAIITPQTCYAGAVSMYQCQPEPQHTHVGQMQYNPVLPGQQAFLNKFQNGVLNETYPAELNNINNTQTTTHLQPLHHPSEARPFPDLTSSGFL
AGP1-GFP MLPCN – modulators of TOR pathway AGP1-GFP in S. cerevisiae; S. cerevisiae AGP1-GFP multiplex flow cytometry, 3 h; GFP as percent of DMSO wells; GFP response vs DMSO, % at 10 µM; 320,000 compounds, 0.02% hits;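 active = GFP response relative to DMSO above a set limit, near screen average plus 3 SD, cut at about 150% in these data; inconclusive = fewer than 70 cells counted for the yeast strain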;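 also: median GFP channel fluorescence of the gated AGP1 strain per well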
LAP4-GFP MLPCN – alters LAP4-GFP fluorescence in TOR pathway yeast screen; S. cerevisiae LAP4-GFP multiplex, flow cytometry GFP, 3 h; median GFP as percent of DMSO wells; GFP response vs DMSO, % at 10 µM; 320,000 compounds, 0.34% hits;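 active = GFP response vs DMSO above a set limit, about the screen mean plus 3 SD, cut at about 150% in these data; inconclusive = under 70 cell events counted for the yeast strain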
CR mimetic SO – caloric restriction mimetics inhibiting age-related superoxide in yeast | S. cerevisiae aged cells, superoxide DHE fluorescence; active compounds read low | superoxide response (% of plate mean), % at 10 µM | 330,000 compounds, 0.18% hits;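 active = superoxide response under a set limit, about three screen SD below normal, cut at about 65% in these data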;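 also: yeast aged for seven days with compound at 30 °C before DHE staining; 100% = average MFI of all compound-treated wells on the plate with controls excluded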
MEP2 TOR yeast – modulators of TOR pathway MEP2-GFP in S. cerevisiae; GFP response vs DMSO, % at 10 µM; 330,000 compounds, 0.51% hits; S. cerevisiae MEP2-GFP strain, flow cytometry GFP, 3 h; 100% = DMSO control level;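 active = GFP response versus DMSO above a set limit, roughly screen mean plus 3 SD, cut at about 180% in these data; inconclusive = fewer than 70 cells counted for a yeast strain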;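 also: median GFP fluorescence of the barcode-gated MEP2-GFP cells per well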
CIT2-GFP yeast – modulators of TOR pathway CIT2-GFP in S. cerevisiae; 320,000 compounds, 0.065% hits; S. cerevisiae CIT2-GFP strain, flow cytometry, 3 h; 100 means same as DMSO wells; GFP response vs DMSO, % at 10 µM;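 active = GFP response relative to DMSO above a set limit, near the screen mean plus 3 SD, cut at about 150% in these data; inconclusive = Fewer than 70 cells measured for a yeast strain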;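 also: ratio of well median GFP fluorescence to mean of DMSO wells on the plate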
RPL19A-GFP yeast – alters RPL19A-GFP fluorescence in TOR pathway yeast screen | S. cerevisiae RPL19A-GFP strain, flow cytometry, 3 h; active compounds read low | percent response vs DMSO, % at 10 µM | 330,000 compounds, 0.3% hits | AID 2025;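 active = percent response vs DMSO below 50%; inconclusive = fewer than 70 events counted for the yeast strain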;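 also: median channel GFP fluorescence of the barcoded RPL19A-GFP strain; ratio of sample median GFP to plate DMSO average so 100% = DMSO; lower means less RPL19A-GFP as with rapamycin TOR inhibition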
Efflux pump inh – inhibitors of Candida antifungal efflux pumps expressed in yeast. 330,000 compounds, 0.44% hits. AID 485275. S. cerevisiae Candida pump triplex, Nile Red efflux. inhibition, % at 10 µM;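 active = plate passing quality check with inhibition over a set limit, or well fluorescence over plate mean plus 4 SD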;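 also: Nile Red retained in pooled yeast measured as flow cytometry median fluorescence; 0% = buffer negative control and 100% = Enniatin B positive control; higher means more Nile Red kept so more efflux inhibition; some compounds called inactive have numbers as strong as hits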
Starred values were filed as active, the others as inactive; ? = inconclusive; / = not tested or not shown; [ ] = another dose, or the depositor's remark.

cpd	molecule	AHR act	AGP1-GFP MLPCN	LAP4-GFP MLPCN	CR mimetic SO	MEP2 TOR yeast	CIT2-GFP yeast	RPL19A-GFP yeast	Efflux pump inh
1	CCOC(=O)c1ccc2nc(CCC(=O)N[C@H](C(=O)OC)C(C)C)c(=O)n(CC)c2c1	-0.6	106.6	109.8	90.3	108.6	113.2	120.5	0.1
2	Cc1cc(C(=O)CSc2nc(N)cc(=O)[nH]2)c(C)n1CC1CCCO1 (stereo not drawn)	0.8	96.3	86.0	111.6	92.5	97.7	95.2	0.4
3	O=C(Nc1cccc(Cl)c1)O/N=C\c1ccncc1	1.7	107.6	99.4	90.3	106.9	109.9	98.7	-0.4
4	CCOC(=O)Cc1cc(=O)[nH]c(=O)[nH]1	7.2	98.6	91.5	84.4	102.3	103.5	103.8	0.2
5	O=C(COC(=O)c1cc(Cl)ccc1O)NCC1CCCO1 (stereo not drawn)	-1.1	112.3	104.9	102.1	106.5	103.9	101.5	0.1
6	O=C(CNC1C(=O)Nc2ccccc21)Sc1ccccc1 (stereo not drawn)	12.7	99.7	97.9	111.9	102.0	92.3	99.2	0.6
7	Cc1nn(C)c(C)c1/C=N/N=C1\CCC2C3CCc4cc(O)ccc4C3CCC12C (stereo not drawn)	-1.4	102.8	116.1	78.1	99.8	104.4	103.7	0.2
8	CCOC(=O)C1CCN(c2nc(-c3ccc(C)cc3)nc3ccccc23)CC1	11.2	111.1	108.6	93.5	100.7	116.8	97.1	-0.2
9	Cc1ccc(NC(=O)N2C3CCCC2CC(NC(=O)C2CC2)C3)cc1 (stereo not drawn)	1.1	96.8	91.1	97.0	106.5	99.5	101.3	0.5
10	CCOc1ccc(/C(O)=C2/C(=O)C(=O)N(c3cc(C)on3)C2c2ccc(C(=O)OC)cc2)cc1 (stereo not drawn)	5.4	100.4	107.8	90.0	104.7	87.6	99.5	0.1
11	CC(C)c1ccc(C(=O)OCC(=O)NC2CCCC2)cc1	1.7	93.1	108.7	104.7	115.8	99.5	105.1	0.0
12	Cc1ccccc1C(=O)N1CCc2c([nH]c3ccccc23)C1C(F)(F)F (stereo not drawn)	0.2	106.8	113.5	97.5	96.7	89.6	99.3	0.1
13	COC(=O)c1ccc(CNC(=O)COC(=O)/C=C/c2ccc(OC)c(OC)c2)cc1	-0.9	101.3	100.9	110.1	96.0	105.6	95.2	0.1
14	CCN1CCN(C(CNC(=O)c2ccc3c(c2)OCO3)c2cccnc2)CC1 (stereo not drawn)	9.9	95.7	103.0	90.4	97.2	95.0	94.3	0.0
15	O=C(CSc1nnc(CNC(=O)c2cccc(C(F)(F)F)c2)o1)NCC1CCCO1 (stereo not drawn)	6.7	83.3	71.4	93.3	81.5	79.3	93.9	0.1
16	O=C(CCCOc1ccc(Cl)cc1)NCCc1ccccc1	0.1	101.7	99.5	131.8	101.5	93.9	100.1	0.0
17	CCN(CCn1cccn1)C(=O)CC1C(=O)NCCN1CCc1ccccc1 (stereo not drawn)	0.4	101.4	112.4	103.8	100.5	95.6	101.0	-0.3
18	Cc1ccc(C(=O)NCC(=O)NCC(c2cccs2)N2CCOCC2)cc1C (stereo not drawn)	7.4	113.5	114.7	94.6	109.0	101.6	99.3	0.0
19	C=CCNC(=O)/C(C#N)=C/c1c(C)nn(-c2ccc(Cl)cc2)c1Cl	16.5	102.6	98.4	121.3	97.2	94.9	106.7	0.1
20	CCCn1c(C2CC(=O)N(c3ccc(C)cc3)C2)nc2ccccc21 (stereo not drawn)	-1.1	98.4	94.9	89.2	102.2	89.5	96.3	0.0
21	C=CCNc1nnc(SC2CC(=O)N(c3ccc(OC)cc3)C2=O)s1 (stereo not drawn)	-3.3	100.3	108.3	100.2	95.6	99.9	102.5	0.0
22	CCCN1CCN(CCCNC(=O)CN2C(=O)c3cccnc3Oc3ccc(Cl)cc32)CC1	0.1	64.6	103.5	99.8	116.6	89.6	92.8	0.7
23	CC(C)NC(=S)Nc1c(N)[nH]c(=O)[nH]c1=O	1.6	98.5	94.2	106.0	90.3	88.1	90.8	0.1
24	COc1ccccc1NC(=O)c1oc2ccccc2c1NC(=O)c1cc(OC)c(OC)c(OC)c1	21.2	104.1	104.2	102.6	105.1	99.3	105.9	0.1
25	O=C(Cn1cc(C(F)(F)F)ccc1=O)N1CCN(S(=O)(=O)c2ccc(Cl)cc2)CC1	0.3	100.0	99.5	104.5	100.2	102.1	98.0	-0.1
26	COc1ccc(-c2cc(C(F)(F)F)n3nc(C(=O)N4CCCCC4)cc3n2)cc1	-1.7	95.1	101.1	102.7	101.7	96.4	93.9	-0.1
27	O=[N+]([O-])c1ccc(N2CCCCCC2)c(S(=O)(=O)N2CCCCC2)c1	-1.1	99.8	97.6	103.1	100.4	95.7	98.8	-0.1
28	COc1ccc(OC)c2c(=O)cc(C(=O)O)[nH]c12	-2.9	79.8	110.0	115.3	122.6	85.5	94.8	-0.1
29	CCOC(=O)CNc1nc(C#N)nc(N2CCOCC2)n1	-0.6	?	89.2[may fluoresce violet]	86.8	192.2*[may fluoresce violet]	?	45.4*[may fluoresce violet]	-0.1
30	CC(C)N1CCN(Cc2cccn2-c2nccs2)CC1CCO (stereo not drawn)	0.4	97.2	93.4	99.9	104.2	/	92.2	0.1
31	Cc1ccc(-n2nc3c(N4CCC(C(=O)N5CCN(C)CC5)CC4)nnc(C)c3c2C)cc1	2.3	106.3	106.2	111.1	116.5	106.3	103.8	0.4
32	CCN(CC)S(=O)(=O)c1cccc(C(=O)OCC(=O)NCCN2C(=O)CSC2=O)c1	1.2	92.9	98.1	106.9	96.3	97.0	96.9	0.1
33	CCOC(=O)C1=C(C)N(CCCC(=O)O)C(=O)NC1c1ccccc1OS(=O)(=O)c1ccccc1[N+](=O)[O-] (stereo not drawn)	1.3	80.3	124.6	105.5	95.5	66.6	93.5	-0.1
34	CCc1ccc(CSc2nccn2-c2ccccc2)cc1	-0.5	86.5	93.0	96.2	89.1	84.3	88.5	0.0
35	CC(C)CN1CCN(Cc2cccc3ncccc23)CC1CCO (stereo not drawn)	3.2	103.8	105.3	98.2	98.3	92.8	94.7	0.0
36	CN1CCC(CN)(N2CCN(c3ccccc3)CC2)CC1	2.5	95.0	94.9	128.9	97.3	98.4	95.7	-0.1
37	CCOc1ccc(Br)cc1CNc1ccc2c(c1)OCCO2	18.7	91.7	99.8	95.5	93.6	90.8	93.3	0.1
38	COc1ccc(CNC(=O)C/C(C)=N/NC(=O)COc2ccc(Br)cc2)cc1	12.9	98.0	93.5	86.1	110.2	99.7	106.9	0.1
39	Cc1cccc(C(=O)Nc2ccccc2-c2nnn(CC(=O)Nc3ccc4c(c3)OCCO4)n2)c1	-7.5	94.1	85.1	97.3	97.5	95.4	90.9	0.2
40	COCCc1nnc(NC(=O)Cc2ccccc2)s1	0.8	102.1	97.2	113.3	99.2	94.0	99.5	0.1
41	CCc1ccc(OCCOCC(O)CNC(C)CC)cc1 (stereo not drawn)	3.2	103.3	97.3	113.1	104.1	108.3	103.6	0.2
42	CCc1ccc(OCCOCC(O)CNC2CCCC2)cc1 (stereo not drawn)	-2.2	101.4	104.9	99.7	100.3	101.5	99.0	0.0
43	O=C1CC(C(=O)N2CCN(S(=O)(=O)c3cccc(F)c3)CC2)CN1Cc1ccccc1Cl (stereo not drawn)	-0.1	107.4	102.6	91.1	102.6	101.2	100.6	0.0
44	CCCCC(=O)Nc1cc(OC)c(NC(=O)C2CCCCC2)cc1OC	4.2	93.5	83.8	95.0	100.2	90.7	92.2	0.1
45	Cc1nn(-c2ccccc2)c(C)c1/C=N/n1cnnc1	1.4	89.3	83.7	107.7	91.8	92.5	87.3	-0.2
46	CCOC(=O)N1CCN(C(=O)CSc2nc3c(c(=O)n2-c2ccccc2OC)SCC3)CC1	-3.3	95.8	101.4	104.2	98.4	92.9	97.9	0.2
47	CCN(CC)CCNC(=O)Cc1c(C(=O)O)n(C)c2ccccc12	4.7	100.8	98.8	87.9	106.4	105.5	105.4	-0.1
48	Cc1ccc(N/N=C(\Cc2nc3ccccc3[nH]2)c2ccccc2)cc1	34.2	95.5	121.3	75.8	127.1	106.6	102.5	-0.2
49	O=C(COC(=O)CN1C(=O)c2ccccc2C1=O)Nc1ccc(S(=O)(=O)N2CCCC2)cc1	1.0	19.5[may fluoresce violet]	100.7[may fluoresce violet]	100.8	128.6[may fluoresce violet]	?	88.5[may fluoresce violet]	0.0
50	COc1ccc(C(=O)COC(=O)CN2C(=O)C3C4CCC(C4)C3C2=O)cc1 (stereo not drawn)	0.1	106.0	97.9	90.3	102.3	104.2	100.3	-0.1
51	CCN(C(=O)C1CCCN(c2nc(-c3ccc(OC)cc3)no2)C1)c1ccc(OC)cc1 (stereo not drawn)	1.6	91.1	98.3	126.8	102.9	90.2	93.2	0.2
52	c1ccc(-c2nnc(-c3ccccc3)c(-c3c[nH]c4ccccc34)n2)cc1	22.1	102.8	104.2	110.7	103.0	98.5	98.9	0.2
53	O=C(CCN1C(=O)c2cccc3cccc(c23)C1=O)N1CCN(Cc2ccc3c(c2)OCO3)CC1	-2.4	106.8	104.1	86.0	103.4	106.8	100.9	0.0
54	COc1ccccc1NC(=O)CCc1nnc2ccc(N3CCN(C)CC3)nn12	3.5	104.2	105.0	83.9	119.5	114.2	104.5	-0.1
55	Cc1ccc(SC[C@H](c2ccccc2)N2CCN(CCc3ccccc3)CCC2=O)cc1	3.6	91.6	136.1	107.4	95.5	123.1	98.0	0.3
56	CN(C)S(=O)(=O)N1CCCC(C(=O)c2ccc(-c3ccccc3)c(F)c2)C1 (stereo not drawn)	-1.7	117.3	108.0	92.6	109.5	95.7	106.1	-0.2
57	Cc1nc(-c2ccccn2)nc(SCC(=O)c2ccccc2)c1Cl	3.7	90.2	114.3	83.1	91.6	83.8	94.8	0.0
58	O=C(c1ccc(Cl)c(Cl)c1)N1CCN(Cc2ccc3c(c2)OCO3)CC1	-0.7	99.5	90.1	95.2	105.4	98.4	101.1	0.0
59	Cc1cccc(C)c1-n1c(SCC(=O)NCc2ccco2)nc2ccccc2c1=O	-0.9	95.5	99.2	122.2	100.5	96.6	101.6	0.1
60	N#CSC(c1ccccc1)c1nc2ccccc2[nH]c1=O (stereo not drawn)	5.9	110.5	89.9	105.7	113.9	113.3	112.8	0.1

(listing goes on)
cpd	molecule	AHR act	AGP1-GFP MLPCN	LAP4-GFP MLPCN	CR mimetic SO	MEP2 TOR yeast	CIT2-GFP yeast	RPL19A-GFP yeast	Efflux pump inh
61	O=C(NCCc1ccncc1)Nc1ccc(Cl)c(Cl)c1	24.6	101.3	106.2	104.5	112.3	101.4	98.5	0.0
62	COc1ccc(NC(=O)C(=O)c2cn(CC(=O)N3CCCC3)c3ccccc23)c(OC)c1	-0.1	106.1	106.1	104.5	97.8	99.3	100.2	0.1
63	CNC(=S)N(Cc1cc2ccc(OC)cc2[nH]c1=O)CC1CCCO1 (stereo not drawn)	5.6	99.5	104.2	90.7	112.3	103.6	98.9	0.1
64	Cc1nc2ccc(S(=O)(=O)Nc3cc(-c4nc5cccnc5s4)ccc3C)cc2s1	53.1*	116.1	136.8	102.8	100.7	113.5	76.8	-0.1
65	NC(=O)c1ccc(NC(=O)COC(=O)CCSc2ccccc2)cc1	0.4	99.9	104.3	102.8	95.4	87.6	92.5	0.3
66	Cc1cc(C(=O)NNC(=S)Nc2ccccc2C)cs1	3.5	95.7	91.0	78.7	100.9	99.7	96.8	-0.2
67	O=C(NCCOc1ccc(F)cc1)C1CCC(=O)N(CCc2ccccn2)C1 (stereo not drawn)	-4.6	112.2	97.3	94.2	107.8	110.8	114.1	0.0
